F508del corr: CFTR F508del correction in bronchial cells | CFBE cells, YFP halide quenching; stimulated with forskolin plus potentiator P3; % fluorescence drop versus neutral controls | activity (quench increase), % at 7.58 µM | 350,000 compounds, 0.36% hits | AID 720511;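 active = mean added fluorescence quench of at least 8% versus neutral control, with both replicates also reaching 8%; inconclusive = only one of the mean or replicate conditions met; inactive = mean below 8% and not both replicates reaching 8%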;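 note: cells transiently co-express mutant CFTR-F508del with the halide-sensitive YFP; corrector assay measuring rescue of mutant channel to the surface after 24 h compound exposure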
ERp5 block: blocks human ERp5 reductase activity on insulin; ERp5 insulin aggregation, absorbance 650 nm, 90 min; inhibition, % at 9.99 µM; 350,000 compounds, 0.05% hits; AID 651711;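 active = mean replicate inhibition above about 25%, with every replicate also reaching it, limit read from the data, passing the limit was not always enough; inconclusive = only one of those two criteria met; inactive = neither criterion met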
Target sequence (Q15084 whole entry, looked up): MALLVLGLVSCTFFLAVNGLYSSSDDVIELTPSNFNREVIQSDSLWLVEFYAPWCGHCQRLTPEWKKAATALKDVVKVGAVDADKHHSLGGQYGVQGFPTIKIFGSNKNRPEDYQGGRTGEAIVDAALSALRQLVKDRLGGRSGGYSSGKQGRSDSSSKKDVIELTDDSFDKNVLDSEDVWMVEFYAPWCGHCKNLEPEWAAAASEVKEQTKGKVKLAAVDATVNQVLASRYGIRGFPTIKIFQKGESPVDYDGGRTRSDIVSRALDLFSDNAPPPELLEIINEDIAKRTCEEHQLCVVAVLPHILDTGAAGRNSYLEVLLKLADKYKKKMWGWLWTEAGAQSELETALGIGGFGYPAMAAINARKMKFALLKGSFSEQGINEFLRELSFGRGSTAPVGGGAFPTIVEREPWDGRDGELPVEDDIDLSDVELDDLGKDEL
ERAP1 HTS inh: inhibitors of human ERAP1 aminopeptidase | Q9NZ08 | 340,000 compounds, 0.15% hits | recombinant ERAP1, Leu-AMC fluorescence, 60 min | inhibition, % at 10.7 µM;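 active = mean replicate inhibition of at least 30%, or all replicates individually reaching that 30% level; inactive = mean below 30% and not every replicate reaching it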;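 note: 0% = neutral control wells and 100% = L-leucinethiol positive control wells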
DENV2 CPE: protects cells from dengue virus 2 cytopathic effect; 350,000 compounds, 1.7% hits; CPE inhibition, % at 9.99 µM; DENV2-infected cells, cytopathic effect rescue, plate reader; in the data active = CPE inhibition above about 20%, passing the limit was not always enough; inconclusive = no clear call, values can overlap the other calls; tested in BHK-21 cells;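 note: 0% = median of neutral control wells and 100% = median of positive control wells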
Casp6 inh: caspase-6 (human) enzyme inhibition. purified caspase-6, Z-VEID-R110 cleavage fluorescence. P55212. inhibition, % at 12.5 µM. 350,000 compounds, 0.53% hits;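 active = mean inhibition across replicates at least about 35%, with every replicate also reaching that limit, limit read from the data; inconclusive = only one of the two criteria met; inactive = neither criterion met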;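 note: 0% = median of neutral control wells and 100% = no fluorescence left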
Target sequence (P55212 24-179 limits assumed): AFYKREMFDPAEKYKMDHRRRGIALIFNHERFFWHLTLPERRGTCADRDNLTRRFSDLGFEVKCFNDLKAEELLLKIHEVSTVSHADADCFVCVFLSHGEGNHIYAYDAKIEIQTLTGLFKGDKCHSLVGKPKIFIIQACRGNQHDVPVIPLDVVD
Target sequence (P55212 194-293 limits assumed): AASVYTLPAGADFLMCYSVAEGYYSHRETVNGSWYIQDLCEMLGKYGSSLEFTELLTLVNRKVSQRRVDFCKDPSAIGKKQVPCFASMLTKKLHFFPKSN
miR122 inh: miR-122 inhibition in Huh7 cells | activation (reporter increase), % at 12.5 µM | Huh7 miR-122 Renilla luciferase sensor, 48 h; neutral wells = 0, positive control = 100 | 340,000 compounds, 0.3% hits;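 active = mean replicate activation score at least 90 and every replicate individually at or above 90; inconclusive = only one of the two criteria met; inactive = neither criterion met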;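 note: higher luciferase means less miR-122 activity so hits act as miR-122 inhibitors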
SIRT5 inh: inhibitors of human sirtuin-5 desuccinylase | Q9NXA8 | Purified SirT5, succinyl-peptide AMC, trypsin-coupled fluorescence | inhibition, % at 15 µM | 330,000 compounds, 1.1% hits | AID 652115; in the data active = inhibition above about 15%; inconclusive = no clear call, values can overlap the other calls
Target sequence (Q9NXA8 whole entry, looked up): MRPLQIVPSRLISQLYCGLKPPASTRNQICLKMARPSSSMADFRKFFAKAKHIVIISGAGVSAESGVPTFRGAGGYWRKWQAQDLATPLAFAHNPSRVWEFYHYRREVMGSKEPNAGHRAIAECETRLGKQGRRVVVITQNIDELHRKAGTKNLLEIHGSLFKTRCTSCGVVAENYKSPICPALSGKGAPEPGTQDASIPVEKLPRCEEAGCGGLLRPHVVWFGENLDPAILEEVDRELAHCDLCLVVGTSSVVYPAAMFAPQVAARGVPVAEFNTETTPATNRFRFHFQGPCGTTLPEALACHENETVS
* hit, by the source's call; u = inconclusive; x = not tested or not shown; [ ] = dose if it differs, or a comment. An unsorted share of the library, and some 4% of all compounds hit somewhere here.

Compound	F508del corr	ERp5 block	ERAP1 HTS inh	DENV2 CPE	Casp6 inh	miR122 inh	SIRT5 inh
CC(=O)Nc1cccc(NC(=O)COc2ccc3c(c2)CCC3)c1	-0.6	-8	3	4	2	2	0
CCOC(=O)CC(=O)CSc1nc(C)cc(-c2cccnc2)c1C#N	-0.7	2	2	-4	1	4	1
O=C1CCC2=C(CCCC2=O)N1	-0.5	-1	-3	0	0	x	1
C[C@@H]1CN([C@H](C)CO)C(=O)c2cc(/C=C/c3ccccc3)cnc2O[C@@H]1CN(C)C(=O)c1ccccc1	-7.1	-9	-2	-6	0	-4[16.7 µM]	-16
COCC(=O)N1[C@H](C(=O)Nc2ccccc2)[C@@H](CO)[C@@H]2Cn3c(ccc(-c4ccccc4)c3=O)[C@@H]21	0.7	0	0	3	-1	-1[16.7 µM]	-18
CCc1ccccc1N1C(=O)c2cccc3c(N4CCOCC4)c([N+](=O)[O-])cc(c23)C1=O	-3.0	4	-1	-5	2	-2	3
O=C(c1ccccc1NS(=O)(=O)c1ccc(F)cc1F)N1CCCCC1	-0.1	4	-2	-3	-1	-1	-5
Fc1cc2[nH]c(=S)[nH]c2c(Br)c1N1CCSCC1	-2.0	0	1	0	6	-7	-1
COc1ccc(-c2nc(CS(=O)CC(=O)NCc3cccnc3)c(C)o2)cc1 (stereo not given)	-0.2	-2	3	-6	-4	-6	-1
Cc1c(C(=O)N2CCCCC2)c(S(=O)(=O)N(C)Cc2ccccc2)c(C)n1C	-3.5	4	2	4	1	-2	0
Cc1cccc(/N=C/c2sc3ccccc3c2O)n1	-0.7	-5	-1	-11	2	17	10
CCCOC1CCCN(C(=O)CCc2nnc(Cc3cccc(C)c3)o2)C1 (stereo not given)	-2.0	2	-3	3	-1	x	2
Cc1nn(Cc2ccc(C(=O)NN)o2)c(C)c1Cl	-0.9	-5	3	-13	0	x	0
Cc1ccc(OCC(=O)N[C@@H](C)c2nnc3ccccn23)cc1C	-0.2	0	-1	-5	2	6	0
COc1ccc(N(CC(=O)NC(C)(C)C)C(=O)CCC(=O)Nc2nccs2)cc1	1.8	6	-3	-10	1	x	-1
Nc1cc(OC(=O)c2ccc(F)cc2)nn1S(=O)(=O)c1ccccc1	0.8	3	1	6	-4	3	1
COc1ccc(NC(=O)N(C)C[C@@H]2Oc3c(NC(=O)Nc4cccc5ccccc45)cccc3C(=O)N([C@@H](C)CO)C[C@@H]2C)cc1	1.9	2	-2	14	1	16[16.7 µM]	1
COc1cccc(CNC(=O)C[C@H]2CC[C@H](NS(=O)(=O)c3ccccc3OC)[C@@H](CO)O2)c1	0.8	0	1	-5	-1	x	-5
O=C1CCc2cc(S(=O)(=O)Nc3ccccc3F)cc3c2N1CCC3	2.3	-2	-7	-2	-1	17	-2
CCOC(=O)C1=CCC2C(=O)N(Cc3ccccc3)C(=O)C12 (stereo not given)	0.9	-7	-2	10	2	-8	-4
Cn1c(NCc2ccc(Cl)cc2)nc2ccccc21	1.4	4	-2	4	1	3	0
COc1cccc(/C=N\NC(=O)c2ccc(Cn3cc(Br)c([N+](=O)[O-])n3)o2)c1O	4.3	-1	0	-4	2	x	-1
Cc1ccc(F)c(S(=O)(=O)NC(=O)C2(C)CCN2C(=O)c2ccc(C(F)(F)F)nc2C)c1 (stereo not given)	-3.6	-3	1	-1	0	6	x
COc1cccc(NC(=O)CSC2=NN3CCCC(=O)N=C3S2)c1	-4.2	7	-1	6	4	3	3
COc1ccc2c3c(n(C)c2c1)[C@@H](CO)N(C(=O)C1CCC1)CC31CN(C(=O)CN(C)C)C1	-1.2	-5	0	-5	-3	x	15*
CC12CCC(=O)N1C(C(=O)NNC(=O)COc1ccc(Br)cc1)CS2 (stereo not given)	-4.4	2	3	8	-3	x	-3
CC1CCCC(C)N1C(=O)Cc1ccccc1 (stereo not given)	0.9	-7	6	-8	-1	-5	-1
CC(Sc1ccc2nnc(-c3ccc(F)cc3)n2n1)C(=O)O (stereo not given)	-0.9	2	9	-10	1	0	-1
CC(C)c1ccc(N(C(=O)c2snc(C(N)=O)c2N)C(C(=O)NC2CCCC2)c2ccncc2)cc1 (stereo not given)	2.0	3	-3	1	3	x	-2
CCOC(=O)C1(Cc2cccc(OC)c2)CCN(Cc2ccon2)CC1	-2.9	-1	0	u	0	-1	1
COCN(C#N)c1nc(N(C)C)nc(N(C)C)n1	2.5	15	-6	2	1	x	8
COc1ccc(OC)c(C2CC(=O)N3CN(c4ccccc4F)CSC3=C2C#N)c1 (stereo not given)	-1.9	-7	7	-11	4	4	-2
COc1ccccc1S(=O)(=O)N[C@@H]1C=C[C@H](CC(=O)NCc2cccc(F)c2)O[C@H]1CO	0.8	2	0	42*	4	x	0
O=C(CSc1ccc(-c2ccc(F)cc2)nn1)NC1CCCCC1	2.1	0	-4	-1	1	-2	-4
CCOc1ccc(CC(=O)Nc2c(C(N)=O)oc3ccc(Br)cc23)cc1OCC	1.5	1	7	1	-1	-8	-9
COc1ccc(NS(=O)(=O)c2ccc(S(=O)(=O)N3CCCC3)cc2)cc1Cl	x	2	1	x	2	4	-8
O=C(c1cc2cc(Cl)ccc2[nH]1)N1CCN(C(=O)c2ccco2)CC1	2.1	4	-1	4	7	7	-6
O=C(NCc1ccccc1)C12CN(Cc3ccccc3)CC1C(c1ccc([N+](=O)[O-])cc1)=NO2 (stereo not given)	-1.2	-11	-2	-2	-2	13	-1
O=C(CC1Oc2ccccc2NC1=O)NCc1ccc(Cl)cc1 (stereo not given)	0.5	-1	2	u	-1	1	x
O=C(NCC1CCCO1)C(c1ccc(F)cc1)N(Cc1ccc2c(c1)OCO2)C(=O)c1ccc(CN2CCOCC2)o1 (stereo not given)	4.6	4	0	1	0	-5	0
COc1ccc(/C=N/NC(=S)N[C@H]2CC3CCC2C3)cc1 (stereo not given in full)	-0.3	0	1	6	2	4	1
C[C@H]1CN([C@@H](C)CO)S(=O)(=O)c2ccc(-c3cncnc3)cc2O[C@H]1CN(C)Cc1ccncc1	1.1	-6	2	36*	0	-2[16.7 µM]	0
O=C(CSc1nc2c(c(=O)[nH]1)CCCC2)Nc1ccc(Cl)cc1F	2.9	-1	-1	-3	1	3	-3
O=C(Oc1coc(CSc2ncccn2)cc1=O)c1ccco1	-3.0	0	0	9	3	2	0
Oc1ccc(C(=Nc2ccccc2)c2ccccc2)c(O)c1	-0.5	2	0	17	0	x	2
COc1ccc(N2CCN(C(=O)c3ccccc3NC(=O)c3ccccc3)CC2)cc1	-0.6	-4	-1	-8	0	-2	3
CCc1cccc(NC(=O)CC2Oc3ccccc3NC2=O)c1 (stereo not given)	-1.4	1	-3	-1	2	-1	-4
CCc1ccc(C(O)c2ncc(-c3ccccc3F)[nH]2)cc1 (stereo not given)	-1.2	3	-1	7	2	x	-6
C[C@@H]1CN([C@H](C)CO)S(=O)(=O)c2ccc(C#Cc3ccncc3)cc2O[C@@H]1CN(C)C	-4.3	-1	0	-1	2	-3[16.7 µM]	-15
COc1ccc(NC(=O)N[C@H]2C=C[C@H](CC(=O)NC3CCCCC3)O[C@@H]2CO)cc1	-1.3	4	-1	-9	9	x	0
O=C(CN1CCOCC1)N1CCCCN2[C@H](CO)[C@H](c3ccc(C#Cc4ccccc4F)cc3)[C@@H]2C1	-0.5	1	-3	48*	-2	12[16.7 µM]	5
O=C(NCC1CCCO1)c1cccc(S(=O)(=O)Nc2ccc(SC(F)F)cc2)c1 (stereo not given)	0.4	-2	4	-1	-45	1	-7
O=C(C(=O)N1CCN(Cc2ccc3c(c2)OCO3)CC1)c1c[nH]c2ccccc12	1.8	2	-4	6	3	-3	3
O=C(C[C@@H]1CC[C@H]2[C@@H](COC[C@H](O)CN2S(=O)(=O)c2ccc(F)cc2)O1)NCC1CCCCC1	-2.2	4	-2	6	-1	-6[16.7 µM]	5
CC(C)Nc1nnc(SCC(=O)N2CCN(C(=O)c3ccco3)CC2)s1	1.7	4	0	u	-4	1	3
O=C(c1ccc2c(c1)OCO2)N1CC2(C1)[C@@H](c1ccccc1)[C@@H](CO)N2C(=O)C1CCC1	-0.1	2	1	11	1	x	1
CC(C)C#Cc1ccc2c(c1)O[C@@H](CN(C)C(=O)c1cccnc1)[C@@H](C)CN([C@H](C)CO)S2(=O)=O	-3.0	-1	-2	5	-1	-6[16.7 µM]	-3
COc1ccc(CC(=O)OCC(=O)Nc2ncc(Cl)c(C)c2Cl)cc1	1.1	1	5	7	8	8	0
COCCN=C(NS(=O)(=O)c1cccs1)c1ccccc1Cl	0.6	7	4	-1	-1	-5	-3
O=C(Cc1ccccn1)NCC[C@@H]1CC[C@H](NS(=O)(=O)c2ccc(Cl)cc2)[C@@H](CO)O1	3.5	-3	-4	2	-6	x	2

Following part.
Compound	F508del corr	ERp5 block	ERAP1 HTS inh	DENV2 CPE	Casp6 inh	miR122 inh	SIRT5 inh
CCCNC(=O)N1C[C@@H]2[C@H](c3ccccc31)[C@H](CO)N2Cc1cccc(OC)c1	-0.8	0	-1	0	-1	-14[16.7 µM]	2
CCN1C(=O)[C@H]2[C@@H](c3ccc(-c4cccc(Cl)c4)c(OC)c3)N3CCC[C@@]3(C(=O)OC)[C@H]2C1=O	-0.9	4	x	15	3	-1	x
COc1cc(OC)cc(C(=O)NCC2CCCN(C(=O)c3csc(C(C)C)n3)C2)c1 (stereo not given)	1.0	0	-1	-1	1	-3	-3
COc1cc2[nH]c(C(=O)NCc3ccccc3)cc2c(OC)c1OC	-0.2	0	2	-5	2	-1	-7
CC(C)C(=O)Nc1cc(S(=O)(=O)Nc2ccc(Cl)cc2)ccc1Cl	x	3	4	-2	1	x	-1
CNc1ccccc(-c2ccc3cc4c(cc3n2)OCO4)c1=O	x	1	0	u	3	2	-5

12 entries from above, with values under each structure.
The line under a structure holds: F508del corr	ERp5 block	ERAP1 HTS inh	DENV2 CPE	Casp6 inh	miR122 inh	SIRT5 inh
O=C(NCC1CCCO1)c1cccc(S(=O)(=O)Nc2ccc(SC(F)F)cc2)c1 (stereo not given)
 : 0.4	-2	4	-1	-45	1	-7
O=C(C(=O)N1CCN(Cc2ccc3c(c2)OCO3)CC1)c1c[nH]c2ccccc12
 : 1.8	2	-4	6	3	-3	3
O=C(C[C@@H]1CC[C@H]2[C@@H](COC[C@H](O)CN2S(=O)(=O)c2ccc(F)cc2)O1)NCC1CCCCC1
 : -2.2	4	-2	6	-1	-6[16.7 µM]	5
CC(C)Nc1nnc(SCC(=O)N2CCN(C(=O)c3ccco3)CC2)s1
 : 1.7	4	0	u	-4	1	3
O=C(c1ccc2c(c1)OCO2)N1CC2(C1)[C@@H](c1ccccc1)[C@@H](CO)N2C(=O)C1CCC1
 : -0.1	2	1	11	1	x	1
CC(C)C#Cc1ccc2c(c1)O[C@@H](CN(C)C(=O)c1cccnc1)[C@@H](C)CN([C@H](C)CO)S2(=O)=O
 : -3.0	-1	-2	5	-1	-6[16.7 µM]	-3
COc1ccc(CC(=O)OCC(=O)Nc2ncc(Cl)c(C)c2Cl)cc1
 : 1.1	1	5	7	8	8	0
COCCN=C(NS(=O)(=O)c1cccs1)c1ccccc1Cl
 : 0.6	7	4	-1	-1	-5	-3
O=C(Cc1ccccn1)NCC[C@@H]1CC[C@H](NS(=O)(=O)c2ccc(Cl)cc2)[C@@H](CO)O1
 : 3.5	-3	-4	2	-6	x	2
CCCNC(=O)N1C[C@@H]2[C@H](c3ccccc31)[C@H](CO)N2Cc1cccc(OC)c1
 : -0.8	0	-1	0	-1	-14[16.7 µM]	2
CCN1C(=O)[C@H]2[C@@H](c3ccc(-c4cccc(Cl)c4)c(OC)c3)N3CCC[C@@]3(C(=O)OC)[C@H]2C1=O
 : -0.9	4	x	15	3	-1	x
COc1cc(OC)cc(C(=O)NCC2CCCN(C(=O)c3csc(C(C)C)n3)C2)c1 (stereo not given)
 : 1.0	0	-1	-1	1	-3	-3
